AI-2 QS mod: modulators of Vibrio harveyi AI-2 quorum sensing system; Vibrio harveyi JMH597 AI-2 luminescence/OD600 ratio, 9 h; hits give low values; strain lacks LuxN and CqsS sensors; 0 = neutral-control median; AID 2094; activity change, % at 7.5 µM; 300,000 tested, 0.4% active; in the data active = activity change below about -75%, passing the limit was not always enough;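 note: luminescence divided by OD600 gain over 9 h not by final OD600 alone; inactives centre near 13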
aSyn UTR inh: 5' untranslated region of α-synuclein, MLPCN primary screen. AID 1813. inhibition, % (tested at 7.5 µM). 300,000 tested, 0.82% active. alpha-synuclein 5'UTR reporter, inhibitor activity; in the data active = inhibition above about 60%;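 note: H4 neuroglioblastoma cells stably carrying SNCA 5'UTR luciferase fusion; 0% = DMSO wells and 100% = positive control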
GSK3B inh: blocks human GSK3beta kinase activity. activity score (negative = inhibition), % at 10 µM. GST-GSK3beta kinase, ADP-Glo luminescence, 60 min; hits give low values. P49841. AID 2097. 300,000 tested, 0.038% active;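 active = more than half of replicate wells score below -50%, meaning over 50% inhibition versus plate controls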;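 note: 0% = median DMSO wells and -100% = median GW8510 positive control wells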
Target sequence (P49841 whole entry, looked up): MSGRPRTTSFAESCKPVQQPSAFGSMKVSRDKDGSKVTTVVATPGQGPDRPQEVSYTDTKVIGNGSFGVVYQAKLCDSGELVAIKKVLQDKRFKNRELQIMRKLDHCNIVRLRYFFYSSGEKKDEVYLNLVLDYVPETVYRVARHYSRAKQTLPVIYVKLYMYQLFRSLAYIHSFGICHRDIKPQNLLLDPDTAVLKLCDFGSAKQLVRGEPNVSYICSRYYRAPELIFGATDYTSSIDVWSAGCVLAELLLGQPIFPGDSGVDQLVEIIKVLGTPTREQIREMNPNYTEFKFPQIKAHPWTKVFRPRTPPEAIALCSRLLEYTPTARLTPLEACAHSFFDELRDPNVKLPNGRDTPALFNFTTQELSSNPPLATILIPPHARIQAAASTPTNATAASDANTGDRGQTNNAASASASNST
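test system = GST-tagged human GSK3beta kinase, cell-free | reagent = 25 µM ATP with peptide substrate | dosing = one dose of 10 µM per compound | schedule = 60 min reaction, RT | detection = luminescent ADP-Glo measurement of ADP formed | control set = DMSO neutral wells and GW8510 at 20 µM as positive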
KLF5 inh: inhibitors of KLF5 expression; DLD-1 KLF5 promoter-luciferase reporter, luminescence; inhibition, % at 5 µM; 290,000 tested, 0.23% active;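 active = inhibition above a per-plate limit of that plate's mean compound inhibition plus 3 SD, cut at about 60% in these data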;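 note: 0% = DMSO wells and 100% = LY294002 at 200 µM; higher means less KLF5 promoter-driven luciferase light; inactives centre near -14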
HIF activator: HIF pathway transcriptional activation | 300,000 tested, 0.32% active | activation, % at 7.5 µM (by protocol) | U2OS HRE-luciferase reporter, luminescence; normalized: DMSO 0%, desferrioxamine 100%;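 active = mean activation of at least 10% of the iron chelator positive control signal, with at least half of replicates also reaching 10%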
HSF-1 act: increases HSF-1 driven luciferase reporter signal | NIH3T3-HGL HSF-1 luciferase reporter, MG132, 8 h; 100% = twice DMSO control signal | activation, % at 9 µM | 300,000 tested, 1.7% active;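 active = mean replicate activation of at least 50% with a set share of replicates each reaching 50%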;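 note: 0% = median of the neutral control wells and 100% = twice that signal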
HSP90 refold inh: blocks HSP90-mediated luciferase refolding in reticulocyte lysate. Rabbit reticulocyte lysate, luciferase refolding luminescence, 3 h. inhibition, % at 5.6 µM. 290,000 tested, 0.91% active;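 active = inhibition above the screen-wide mean plus 3 SD, computed separately per campaign, cut at about 16% in these data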;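 note: 0% = DMSO wells and 100% = 60 µM geldanamycin wells; inhibitors lower the luminescence because luciferase stays unfolded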
IEC-6 cytotox: kills IEC-6 intestinal cells in KLF5 counter-screen | IEC-6 cytotoxicity, luminescence viability | inhibition, % at 5 µM | 290,000 tested, 0.78% active | AID 1825; in the data active = inhibition above about 22%;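 note: 0% = plate median of test compound wells and 100% = cytotoxic reference compound wells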
HSF1 inh: HSF1 inhibition. activity change, negative = inhibition, % at 7.5 µM (by protocol). NIH3T3-HGL HSE-luciferase, MG132-induced, luminescence 8 h; hits give low values. 300,000 tested, 0.77% active. AID 2098;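 active = more than half of replicate wells show activity change below -50%, luminescence cut by over half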;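 note: luciferase reports HSF-1 transcriptional activity via heat shock element; 0% = median of DMSO wells and -100% = zero luminescence signal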
GSK3A inh: human GSK-3 alpha kinase inhibition; 320,000 tested, 0.1% active; P49840; AID 2650; inhibition, % at 10 µM; ADP-Glo luminescence, 60 min;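 in the data active = inhibition above about 50%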;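 note: GST-tagged GSK-3 alpha with peptide substrate and 25 µM ATP; 0% = DMSO neutral wells and 100% = GW8510 positive control wells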
Target sequence (P49840 whole entry, looked up): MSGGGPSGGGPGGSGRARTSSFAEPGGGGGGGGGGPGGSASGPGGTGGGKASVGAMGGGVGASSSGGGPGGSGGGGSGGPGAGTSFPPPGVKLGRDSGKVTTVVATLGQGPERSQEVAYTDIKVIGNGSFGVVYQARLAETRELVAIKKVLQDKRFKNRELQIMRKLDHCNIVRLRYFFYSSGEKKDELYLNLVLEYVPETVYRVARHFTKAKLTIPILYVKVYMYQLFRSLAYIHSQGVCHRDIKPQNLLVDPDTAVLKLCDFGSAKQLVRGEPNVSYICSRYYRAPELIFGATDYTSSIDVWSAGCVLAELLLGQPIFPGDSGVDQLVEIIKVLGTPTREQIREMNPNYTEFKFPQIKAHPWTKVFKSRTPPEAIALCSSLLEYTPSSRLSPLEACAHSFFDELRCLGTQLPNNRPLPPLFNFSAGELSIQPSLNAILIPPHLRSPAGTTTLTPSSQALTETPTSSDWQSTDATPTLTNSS
The depositor's hits bear a star; / = no result given.

#	mol	AI-2 QS mod	aSyn UTR inh	GSK3B inh	KLF5 inh	HIF activator	HSF-1 act	HSP90 refold inh	IEC-6 cytotox	HSF1 inh	GSK3A inh
1	O=C(CCCn1c(=O)[nH]c2ccccc2c1=O)NC1CCCCCC1	11.6	-28.2	-2.9	0.5	-0.2	-8.5	-2.2	-5.1	-0.6	4.5
2	O=C(Cn1cc(/C=N/NC(=O)c2ccccc2Br)c2ccccc21)Nc1ccc(F)cc1	14.5	20.6	-0.8	-8.3	-0.2	23.1	0.8	0.8	12.0	0.2
3	O=C(NNC(=S)NC(=O)c1ccccc1[N+](=O)[O-])c1ccccc1Cl	58.0	-27.6	4.0	-16.9	-18.8	-21.5	-6.3	-2.0	-16.1	0.5
4	CCCN(CCC)C(=S)NC(=O)c1ccc(-c2ccccc2)cc1	12.6	18.5	0.0	-29.7	-0.6	-2.0	0.2	3.5	-2.2	-1.0
5	CC1(c2ccc(OC(F)F)cc2)NC(=O)N(CC(=O)NC2CCCCC2)C1=O (stereo unspecified)	-17.7	4.7	0.2	-9.1	-0.4	-12.3	0.2	3.2	5.0	0.1
6	CCCOC(=O)c1ccc(Nc2cc(C)nc3ncnn23)cc1	-7.5	/	0.1	-17.6	/	/	5.3	2.2	/	-0.8
7	CC(C)(C)c1cc(NC(=O)c2ccc(OC3CCCC3)cc2)no1	30.7	-49.2	1.2	-35.0	1.3	28.9	-1.0	3.8	15.2	-0.1
8	COc1ccc(-c2cn3cccnc3n2)cc1Br	8.8	-66.1	2.3	-58.9	1.1	16.6	4.2	-0.5	5.0	2.2
9	Cc1c(C(=O)N2CCCCC2)sc(NC(=O)c2ccco2)c1C#N	10.6	14.2	0.8	-25.3	-0.2	-12.4	1.4	0.2	-0.8	-0.8
10	O=C(CCCCCN1C(=O)c2ccccc2C1=O)NCCc1nc2ccccc2[nH]1	14.1	18.7	1.6	-20.9	-0.2	-5.3	3.4	-0.9	-5.8	2.0
11	O=C(NCc1ccc2c(c1)OCO2)C1(S(=O)(=O)c2ccccc2)CC1	12.5	23.2	0.5	-16.7	0.8	3.7	-8.1	4.0	-2.0	5.1
12	N#CCCN1CCN(S(=O)(=O)c2ccc(C#N)cc2)CC1	27.4	-5.2	1.6	-14.9	-0.2	-10.8	3.6	0.6	-1.8	-2.0
13	Cc1cc(/C=N/NC(=O)c2ccc(CN3CCOCC3)cc2)c(C)n1-c1ccccc1	7.4	5.0	-4.9	-37.4	-0.3	-16.8	3.9	0.7	3.5	0.0
14	Cc1cc(C)c(S(=O)(=O)Nc2nnc(C)s2)c(C)c1	-40.7	13.1	3.5	-3.3	-0.1	-21.4	0.6	-4.9	-4.3	-3.9
15	Oc1cccc(NC(=S)N=Nc2c(O)[nH]c3ccc(Br)cc23)c1	39.1	-28.2	-6.0	-1.4	0.1	-9.6	2.4	-0.6	-1.3	2.5
16	CCc1ccc(S(=O)(=O)N2CCN(c3ccccc3OC)CC2)cc1	26.5	0.5	0.2	-33.2	0.5	5.1	1.9	-3.4	-0.1	0.9
17	CC(=O)Nc1c(S(=O)(=O)c2ccccc2)c2nc3ccccc3nc2n1Cc1ccccc1	32.6	18.9	5.8	3.5	-0.3	9.3	-0.4	-3.5	4.4	-1.3
18	Nc1c(S(=O)(=O)c2ccccc2)c2nc3ccccc3nc2n1C1CC1	1.0	26.4	0.8	-22.6	0.5	15.9	2.6	6.1	-2.2	-1.6
19	Cc1ccc(NC(=O)c2c(Cl)nc3ccccn23)cc1	15.4	-153.3	0.6	-17.9	1.4	42.4	-4.0	8.0	23.3	-2.0
20	CCOC(=O)C1CCCN(C(=O)c2ccccc2NC(=O)C2=C(C)OCCS2)C1 (stereo unspecified)	8.4	-0.2	1.3	22.6	-0.4	9.6	2.3	-2.6	-2.0	0.7
21	O=C(Nc1nnc(SCc2ccccc2)s1)c1ccco1	9.6	-29.3	3.2	-46.5	0.4	13.8	-0.1	8.9	2.5	-1.0
22	CC(Oc1cc2oc(=O)c3c(c2cc1Cl)CCC3)C(=O)NCCCN1CCOCC1 (stereo unspecified)	11.8	7.7	-2.8	-34.0	0.3	-6.9	-4.2	-5.4	-5.9	-1.0
23	C(=C/c1ccnc2nc(SC/C=C/c3ccccc3)nn12)/c1ccccc1	9.8	-29.8	3.4	-6.3	0.0	100.7*	4.0	4.6	61.2	1.3
24	Cc1c(C(=O)N2CCCc3ccccc32)sc2nc(-c3ccccc3)cn12	23.1	-83.5	3.3	/	2.1	23.2	/	/	23.0	-3.8
25	O=C1S/C(=C\c2ccc(N3CCOCC3)o2)C(=O)N1Cc1ccc(F)cc1	/	/	/	-15.8	/	/	-0.6	-4.5	/	-1.1
26	N#CCC(=O)N/N=C\c1ccc(OC/C=C/c2ccccc2)cc1	17.3	-146.3	3.3	-68.5	3.2	33.7	0.0	-9.6	19.6	1.7
27	Cc1ccccc1-n1nc2c(c1NC(=O)c1ccco1)CS(=O)(=O)C2	9.2	16.7	0.9	-5.6	0.0	-9.0	0.3	0.4	0.2	-1.0
28	NC(=O)c1ccccc1NC(=O)CC12CC3CC(CC(C3)C1)C2	15.1	35.8	-2.0	-10.2	-0.5	19.7	-4.2	5.4	0.7	0.6
29	CCOC(=O)c1ccccc1NC(=O)CN(c1ccccc1OC)S(C)(=O)=O	2.2	24.2	0.9	-33.6	-0.3	-7.1	-2.3	1.4	-10.4	-4.3
30	NC(=O)CSc1nnc2ccc(-c3ccco3)nn12	32.4	-6.7	0.8	-40.2	-0.4	6.4	2.4	2.2	-4.8	-1.1
31	O=C(COc1ccc(F)cc1)N1CCc2ccccc2C1	-1.6	-12.0	1.4	-34.8	0.8	-10.0	1.1	2.1	-1.0	1.1
32	Cn1c(SCC(=O)Nc2ccc3c(c2)OCCO3)nnc1C1CC1	16.6	-10.4	0.7	-12.8	-38.9	-1.8	-2.9	-3.9	-7.9	4.8
33	CCn1nc(NC(=O)c2cccnc2)c2cc3cccc(C)c3nc21	40.3	9.1	-2.8	4.4	0.0	10.9	-1.7	3.8	-5.0	/
34	CC1=CSC2=NS(=O)(=O)CCN12	25.1	10.6	-0.8	10.3	-0.5	-2.3	0.4	11.6	-0.4	0.9
35	COc1ccc(NC(=S)Nc2ccccc2OC)c(OC)c1	20.6	9.4	0.1	-22.7	-0.2	1.4	-0.1	3.6	-7.3	0.1
36	CC(C)(C)n1nnnc1C(c1cccnc1)N(Cc1ccccc1)Cc1ccco1 (stereo unspecified)	18.5	-12.4	2.7	-25.5	-0.4	23.4	3.1	-3.5	3.2	2.8
37	O=C(O)CCC(=O)NNC(=O)CCC(=O)NCc1ccccc1	25.3	-24.0	7.9	-23.6	-0.3	-8.1	2.2	-1.1	-8.3	2.0
38	O=C(CCCc1nc(-c2ccc(Cl)cc2)no1)NC1CCCCC1	29.4	-22.7	0.3	-14.1	0.0	-30.8	0.3	12.2	-21.0	-1.2
39	CN(C)CCCOC(=O)N1c2ccccc2C=Cc2ccccc21	13.2	-8.7	-2.1	-12.6	1.1	-11.6	3.8	5.0	-2.9	-0.7
40	COc1ccc(/C=N/NC(=O)c2ccncc2)cc1COc1ccc(NC(C)=O)cc1	11.1	80.0*	5.1	-15.0	-0.1	-3.4	2.4	-2.2	-0.2	1.2
41	CC(C)(C)c1nn(-c2ccccc2)c2[nH]c(=O)c(C=O)cc12	-13.4	15.8	-0.4	-23.9	0.7	-17.9	0.2	-2.3	-10.0	4.6
42	CCOC(=O)c1[nH]c(Cc2[nH]c(C(=O)OCC)c(C)c2CCC(=O)OC)c(CCC(=O)OC)c1C	6.9	50.6	1.7	-6.7	-0.7	13.5	-4.0	2.3	0.8	-0.4
43	COc1cc(CN2CCCN(C)CC2)cc([N+](=O)[O-])c1O	12.8	-0.7	-4.7	-39.9	-7.4	-2.7	-3.5	-2.1	-7.1	2.5
44	CN(CC(=O)Nc1ccccc1Cl)C(=O)COC(=O)CCN1C(=O)C2CC=CCC2C1=O (stereo unspecified)	12.7	10.7	-4.2	/	-0.5	0.7	/	/	1.2	0.4
45	C/C(=N\NC(=O)C1(C)CC1(Br)Br)c1ccc(NC(=O)C2CCC2)cc1 (stereo unspecified)	-5.8	9.1	-0.4	2.3	0.3	14.4	2.1	3.9	14.7	1.9
46	CC1=C(C(=O)OCc2ccccc2)C(c2ccsc2)C(C#N)=C(N)O1 (stereo unspecified)	18.2	16.2	-3.1	-25.4	0.0	-6.0	2.0	3.0	1.6	-0.2
47	COC(=O)c1cccc(NC(=O)c2ccc3c(c2)C(=O)N(CC2CCCO2)C3=O)c1 (stereo unspecified)	36.9	-14.2	0.8	-9.3	-1.5	3.1	6.2	4.7	-4.1	-1.0
48	CCOC(=O)N1CCC(NC(=O)c2cc3c(C)nc4ccccc4c3o2)CC1	16.0	16.0	-0.4	-17.9	-0.2	5.4	-1.4	5.8	-4.1	-0.1
49	CCOCCCNS(=O)(=O)c1cc2[nH]c3c(c2cc1C)C(=O)CC(C)(C)C3	24.7	3.8	3.2	-27.8	0.5	2.1	-0.5	-1.3	-9.0	-2.3
50	CC(=O)C1=NN(c2ccc(Cl)cc2)C(c2ccc3c(c2)OCO3)N(C(C)=O)N1C (stereo unspecified)	22.1	1.9	4.4	7.2	-0.4	7.7	2.9	-7.2	7.1	2.1
51	CCOc1ccc(N(C(=O)/C=C/C(=O)Nc2cc(C)on2)C(C(=O)NC2CCCC2)c2ccccc2C)cc1 (stereo unspecified)	-4.1	1.8	-0.9	13.7	-0.3	13.7	1.9	-6.7	11.6	11.3
52	CC(=O)Nc1ccc(S(=O)(=O)NCc2cn3c(C)csc3n2)cc1	9.6	-1.9	-1.0	-11.2	0.0	12.8	-2.1	-7.0	-2.8	-1.5
53	O=C(COC(=O)c1cccc(F)c1)Nc1cccnc1Cl	10.3	/	-21.5	-9.4	/	/	1.9	1.4	/	-1.2
54	Cc1ccc(-c2nnn(CC(=O)N(CC(=O)NC3CCCC3)c3ccc(F)c(Cl)c3)n2)o1	3.8	-15.1	-0.2	-25.5	0.0	6.0	-1.6	-2.3	0.1	8.5
55	Cc1nn(-c2ccccc2)c2c1C(O)CC(C)(C)C2 (stereo unspecified)	29.3	16.0	1.7	-3.4	-0.8	3.5	-3.1	4.5	3.5	-5.3
56	O=C(c1nn(-c2ccccc2)c(=O)c2ccccc12)N1CCN(c2ccccn2)CC1	2.2	-34.0	0.0	-12.1	-0.7	0.8	-1.9	-3.4	-10.7	-2.7
57	COC(=O)c1ccc(NC(=S)NC2CC(C)(C)NC(C)(C)C2)cc1	-4.9	9.1	1.1	-33.3	-1.1	-14.2	-1.3	-0.3	-9.9	16.9
58	CCOC(=O)/C(N)=C/c1ncc(C(F)(F)F)cc1Cl	5.5	-18.8	-8.1	19.5	-0.1	4.5	0.4	3.6	-2.2	-0.8
